M. tuberculosis HTS = M. tuberculosis growth inhibition, HTS (AID 449762) | M. tuberculosis H37Rv growth inhibition, 7H9 media; higher % means a stronger effect | inhibition, % at 25 µM; hits with a dose series show IC50 in µM | 0.59% of 330,000 active; in the data active = a potency from the dose series; inconclusive = inhibition above about 70% without an active follow-up result;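 also: bacterial growth assessed after seven days of incubation; strong numbers were not always called active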
influenza NS1A = NS1A inhibition, H1N1 influenza, cell based functional assay (AID 504329); NS1A functional cell-based assay, percent inhibition; higher % means a stronger effect; 0.3% of 340,000 active; inhibition, % at 12.5 µM; hits with a dose series show IC50 in µM; in the data active = a potency from the dose series; inconclusive = inhibition above about 27% without an active follow-up result; also: strong numbers were not always called active
VEEV TC-83 Vero = inhibitors of VEEV TC-83 cytopathic effect, confirmation, Vero cells (AID 588727) | Vero cells, VEEV TC-83 cytopathic effect inhibition; higher % means a stronger effect | inhibition, % at 20 µM, or IC50 in µM where a hit was titrated | 0.13% of 350,000 active; in the data active = a potency from the dose series; inconclusive = inhibition mostly from about 14% at the one dose, without a potency; inactive = the rest, 99 in 100 with inhibition below about 12%; also: strong numbers were not always called active
PhoP GFP inhibition = Inhibition of PhoP regulon, Salmonella typhi GFP reporter cells, confirmation, 4 h (AID 1850); Salmonella Typhi PhoP-promoter GFP reporter, fluorescence, 4 h; higher % means a stronger effect; inhibition, % at 50 µM; hits with a dose series show IC50 in µM; 0.33% of 310,000 active; in the data active = a potency from the dose series; inconclusive = inhibition mostly from about 25% at the one dose, without a potency; inactive = the rest, 99 in 100 with inhibition below about 19%;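 also: 0% = induced wells with vehicle and 100% = uninduced wells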
tuberculosis growth = growth inhibition of non-replicating M. tuberculosis (AID 488890). Mycobacterium tuberculosis non-replicating, growth inhibition; higher % means a stronger effect. inhibition, % at 25 µM; hits with a dose series show IC50 in µM. 0.39% of 320,000 active; in the data active = a potency from the dose series; inconclusive = inhibition mostly from about 82% at the one dose, without a potency; inactive = the rest, 99 in 100 with inhibition below about 76%;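 also: plate controls were DMSO cells for no effect and high antibiotic wells for full effect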
VEEV TC-83 Vero 10K pilot screen = further read-out of VEEV TC-83 Vero, marked with its call; inhibition, %; measured here: 10K pilot screen inhibition
* hit, by the source's call; i = inactive; ? = inconclusive; · = no result given. Compounds as they come; 1.5% or so of the library scored in one or more.

SMILES	M. tuberculosis HTS	influenza NS1A	VEEV TC-83 Vero	PhoP GFP inhibition	tuberculosis growth	others
Cc1ccc(-c2cn3c(n2)CCCC3)cc1	-13%	-4%	0.3%	4%	51%
CN1CCN(c2ccc([N+](=O)[O-])cc2NC(=O)c2ccco2)CC1	-4%	-4%	4.5%	-8%	-9%
COc1ccc(C(=O)Nc2cccc(S(=O)(=O)N3CCCC3)c2)cc1S(=O)(=O)N1CCOCC1	-2%	-20%	0.9%	·	6%
CC(=O)Nc1ccc(NC(=O)CSc2ncnc3sc(C)c(C)c23)cc1	0%	8%	2.2%	15%	-6%
CCCCn1c(N)c(N(CC)C(=O)c2ccc(Cl)c([N+](=O)[O-])c2)c(=O)[nH]c1=O	2%	5%	1.8%	-11%	38%
Cc1nn(-c2ccccc2)cc1/C=N/NC(N)=S	34%	·	1.8%	8%	?
COC(=O)CSc1cnc2ccccc2n1	-1%	-20%	2.5%	-20%	36%
COc1ccc(CNC(=O)CN2C(=O)CCSc3ccc(S(=O)(=O)N4CCCC4)cc32)cc1	-1%	-3%	0.0%	9%	8%
CC(OC(=O)c1ccccc1Oc1ccccc1)C(=O)NC1CC1 (stereo unspecified)	-1%	4%	0.6%	-3%	14%
C=CCc1cc(C=O)cc(OCC)c1O	1%	-6%	1.2%	-9%	18%
CCOP(=O)(OCC)C(O)c1ccc(OC)c(OC)c1 (stereo unspecified)	-13%	-3%	0.8%	5%	-11%
CN(Cc1ccccc1)C(NC(=O)c1ccccc1)C(Cl)(Cl)Cl (stereo unspecified)	-6%	-6%	i	-13%	7%
O=C(Cn1c(COc2ccccc2)nc2ccccc21)Nc1cc(Cl)ccc1Cl	-8%	-5%	0.2%	-2%	-10%
Cn1c(N)c(C(=O)COC(=O)Cc2ccc(F)cc2)c(=O)n(C)c1=O	·	-9%	1.4%	·	·
CC(Sc1nncn1C)C(=O)NCc1ccc2c(c1)OCO2 (stereo unspecified)	2%	-2%	0.2%	16%	8%
C=CCC1(CC=C)CCCN1C(=O)c1cc(COc2cccc(OC)c2)on1	8%	0%	i	8%	33%
O=C1NCCCc2c1no[n+]2[O-]	-2%	-5%	0.6%	1%	-2%
COc1ccc(N(CC(=O)N/N=C(\C)c2ccc(C)cc2)S(=O)(=O)c2ccccc2)cc1	3%	-9%	0.2%	0%	-1%
CCCC(=O)Nc1ccc(S(=O)(=O)Nc2cc(OC)ncn2)cc1	·	-3%	i	·	·
Cc1nnc(NC(=O)c2cccc(S(=O)(=O)N3CC(c4ccccc4)CC3=O)c2)s1 (stereo unspecified)	-11%	8%	2.8%	-8%	6%
COc1ccc(OC)c(-n2c(=S)[nH]c3cc(C(=O)N4CCC(C(N)=O)CC4)ccc3c2=O)c1	-11%	0%	1.1%	-4%	10%
CCCOC1CCCN(C(=O)c2ccc(OC3CCN(C(=O)COC)CC3)cc2)C1 (stereo unspecified)	-2%	8%	2.4%	-1%	11%
O=C(Nc1ccc(NC(=S)NC(=O)c2ccccc2F)cc1)c1cccs1	?	0%	7.0%	-5%	62%
COc1cccc(/C=N/NC(=O)C(=O)NCc2cccnc2)c1O	5%	8.2µM*	0.4%	4%	-10%
CC(=O)c1ccc(N2CCCC2)c(F)c1	-2%	·	·	2%	12%
COc1cc(NC(=O)c2cc(OC)c(OC)c(OC)c2)ccc1NC(=O)c1cccs1	-3%	-7%	12%	-3%	-8%
CC1(C)CC(=O)C2=C(C1)OC(N)=C(C#N)C2c1ccsc1 (stereo unspecified)	-3%	3%	2.0%	2%	53%
NS(=O)(=O)c1ccc(NC(=O)COC(=O)c2cc3ccccc3oc2=O)cc1	-3%	-6%	0.8%	16%	8%
O=C(NC1CCCCCC1)C1CCN(S(=O)(=O)N2CCC3(CC2)OCCO3)CC1	3%	3%	0.3%	-5%	0%
CC12CC3CC(C)(C1)CC(C(=O)NCc1cccnc1)(C3)C2	2%	-10%	i	-8%	31%
COc1ccc(C)cc1N(C(=O)c1ccc(C#N)cc1)C1=NC(C)(C)CS1	4%	-4%	1.1%	1%	-7%
Cc1cc(C)c2c(=O)n(CC(=O)Nc3cccc(F)c3)sc2n1	0%	20%	i	14%	?
CC1([N+](=O)[O-])COP(=O)(Nc2ccc(Cl)cc2)OC1 (stereo unspecified)	·	-23%	1.0%	·	·
COc1cc(OC)cc(C(=O)OC/C(O)=C(\C#N)c2nc3ccccc3[nH]2)c1	3%	0%	3.3%	9%	3%
CCCCC(=O)N1CCN(c2nc3ccc(F)cc3s2)CC1	-2%	-9%	i	-8%	51%
NC(N)=Nc1ccc2[nH]c3c(c2c1)C[C@@]1(O)[C@H]2Cc4ccc(O)c5c4[C@@]1(CCN2CC1CC1)[C@H]3O5	24%	14%	3.4%	6%	?
COc1ccc(S(=O)(=O)Nc2noc3ccccc23)cc1	8%	-8%	0.3%	-14%	17%
COc1ccc(S(=O)(=O)N2CCNCC2)cc1OC	8%	1%	i	-4%	-13%
CC(C)OCC1CO1 (stereo unspecified)	-8%	-3%	1.4%	·	-11%
COc1cc(OC)cc(C(=O)NCC(=O)OCC(=O)NCc2ccco2)c1	-6%	1%	1.1%	·	1%
O=C(NCc1ccccn1)C(=O)Nc1nc(C23CC4CC(CC(C4)C2)C3)cs1	1.8µM*	-19%	5.3%	11%	?
O=C(Nc1ccc(N2CCOCC2)c(Cl)c1)c1ccc(S(=O)(=O)N2CCOCC2)cc1	-2%	11%	i	8%	17%
COc1cccc(/C=N/NC(=O)CCNc2n[nH]c(=O)[nH]c2=O)c1OC	-9%	5%	1.5%	4%	-21%
CC(C)CCNc1nc(N2CCCC2)c2c(c1C#N)CCN(C)C2	?	13%	0.6%	19%	76%
COc1ccc(NC(=O)CCC(=O)N2CCN(S(=O)(=O)c3ccc(C)cc3)CC2)c(OC)c1	7%	6%	5.2%	3%	38%
C[C@H](CO)N1C[C@H](C)[C@@H](CN(C)C(=O)Nc2ccccc2)Oc2ccc(NC(=O)C3CCCCC3)cc2C1=O	7%	-12%	0.2%	·	23%
COc1cc(C(=O)OCC(=O)c2cc(C)n(CC3CCCO3)c2C)cc(OC)c1C (stereo unspecified)	-17%	-3%	6.7%	·	18%
Nc1ncnc2c1ncn2[C@@H]1O[C@H](CNS(=O)(=O)c2cc3ccccc3s2)[C@@H](O)[C@H]1O	·	0%	3.5%	·	·
O=C(NCc1nnc(SCC(=O)N2CCCCC2)o1)c1c(F)cccc1F	-4%	-5%	1.7%	-1%	-4%
C=C(C)Cn1c(Sc2nnc(C)s2)nc2c1c(=O)[nH]c(=O)n2C	1%	-12%	2.3%	3%	-17%

Reprinted at random: four entries already listed
SMILES	M. tuberculosis HTS	influenza NS1A	VEEV TC-83 Vero	PhoP GFP inhibition	tuberculosis growth	others
C=C(C)Cn1c(Sc2nnc(C)s2)nc2c1c(=O)[nH]c(=O)n2C	1%	-12%	2.3%	3%	-17%
COc1ccc(NC(=O)CCC(=O)N2CCN(S(=O)(=O)c3ccc(C)cc3)CC2)c(OC)c1	7%	6%	5.2%	3%	38%
O=C(NCc1ccccn1)C(=O)Nc1nc(C23CC4CC(CC(C4)C2)C3)cs1	1.8µM*	-19%	5.3%	11%	?
CC(C)CCNc1nc(N2CCCC2)c2c(c1C#N)CCN(C)C2	?	13%	0.6%	19%	76%

(continued)
SMILES	M. tuberculosis HTS	influenza NS1A	VEEV TC-83 Vero	PhoP GFP inhibition	tuberculosis growth	others
O=C(N/N=C/c1cn(-c2cccs2)nc1-c1ccccc1)c1ccccc1Cl	59%	0%	10%	4%	6%
O=C1CS/C(=N/N=C2C3CC4CC(C3)CC2C4)N1	21%	-6%	i	-6%	53%
CCOC(=O)C1(Cc2ccccc2)CCN(Cc2cn[nH]c2-c2ccccc2)CC1	-2%	-10%	i	-4%	19%
COc1ccc(C)cc1NC(=O)NCCCCc1ccccc1	9%	-5%	6.0%	7%	15%
COCCCNC(=O)CC1C[C@H](C(=O)N2CCOCC2)[C@@]2(C)c3[nH]c4ccc(OC)cc4c3CCN2C1=O (stereo partly specified)	·	0%	0.1%	·	·
COc1ccc(C(=O)N2CCN(c3ccc(C)cc3C)CC2)cc1OC	10%	-1%	0.5%	-8%	21%
OC(COCc1cccs1)CN1CCCCCC1 (stereo unspecified)	-8%	-15%	i	-4%	41%
c1ccc2c(c1)NCCS2	3%	-6%	i	-1%	-6%
COc1ccccc1N1CCN(C2CCCN(C(=O)c3ccoc3C)C2)CC1 (stereo unspecified)	-4%	-5%	0.7%	-8%	-5%
COCC(=O)N1CCCC(C(=O)c2ccc(-c3ccccc3)cc2)C1 (stereo unspecified)	-2%	2%	0.8%	-10%	15%
CCCCN1CC(=O)N2[C@H](c3ccc(OC)cc3)[C@@H]3C(=O)N(CC)C(=O)[C@@H]3[C@]2(C)C1=O	-19%	7%	1.3%	14%	-10%
COc1ccc(C)cc1NC(=O)C1CCN(S(=O)(=O)c2cccs2)CC1	4%	-2%	3.2%	4%	-9%
CC1(C)CC(=O)C2=C(C1)OC(N)=C(C#N)C2c1cc2c(cc1[N+](=O)[O-])OCO2 (stereo unspecified)	-6%	2%	1.0%	-27%	14%
COc1ccc(C2=CC(c3ccc(OC)c(OC)c3)n3nnnc3N2)c(OC)c1 (stereo unspecified)	?	3%	8.5%	-6%	37%
O=C(CNC(=O)c1ccccc1F)NCCN1C(=O)S/C(=C\c2ccc3c(c2)OCO3)C1=O	-6%	-6%	0.0%	·	-9%
O=C(Nc1ccc2c(c1)OCO2)C1CC(=O)N(CCc2ccccc2)C1 (stereo unspecified)	-2%	-1%	1.4%	-10%	-1%
O=C1N[C@@H](c2ccccc2)COC(=O)[C@@H](Cc2ccc(F)cc2)C/C=C\C[C@@H]1CC(=O)N(CCO)Cc1ccccc1	0%	-8%	0.7%	·	59%
COc1cc(C(=S)N2CCN(c3cccc(Cl)c3)CC2)ccc1O	5%	0%	6.0%	-2%	71%
CC(C)CCNC(=O)C(c1cccs1)N(CC1CCCO1)C(=O)Cn1nnc2ccccc21 (stereo unspecified)	10%	1%	3.3%	-2%	-5%
Cc1nn(C)c(Oc2ccccc2)c1[N+](=O)[O-]	1%	-1%	i	-3%	7%
Cc1ncoc1C(=O)Nc1cccc(Cl)c1C	-6%	-1%	2.8%	2%	0%
C=CCNc1nc(N)c([N+](=O)[O-])c(NC2CCCCC2)n1	0%	5%	i	4%	11%
COc1cc2c(cc1OC)C(c1cccs1)CC(=O)N2 (stereo unspecified)	9%	-6%	i	-4%	10%
CCCc1cc(=O)[nH]c(SCC(=O)c2c(N)n(C)c(=O)n(C)c2=O)n1	0%	3%	0.1%	-5%	-15%
Cc1nn(C)cc1C(C(=O)NC1CCCCC1)N(C(=O)c1cnccn1)c1ccc(Oc2ccccc2)cc1 (stereo unspecified)	9%	-2%	0.7%	-2%	17%
C=CCNC(=O)c1cccc(C(F)(F)F)c1	-4%	-2%	1.2%	-14%	49%
CCc1nc(C)cn1S(=O)(=O)c1cc(F)ccc1OC	1%	-3%	0.9%	2%	-12%
Clc1ccc(Cn2nnc(-c3ccccc3)n2)cc1	7%	-3%	i	-5%	79%	VEEV TC-83 Vero 10K pilot screen=4.6
Nn1c(COc2cccc(Cl)c2)nc2ccccc2c1=O	-3%	-7%	0.2%	-4%	-13%
C/C(N)=C(/C#N)C(=O)COC(=O)C1CCN(C(=O)c2ccc(Cl)cc2)CC1	-8%	-4%	0.3%	0%	6%

Structures above with a furan ring, fused or not, in the order listed:
SMILES	M. tuberculosis HTS	influenza NS1A	VEEV TC-83 Vero	PhoP GFP inhibition	tuberculosis growth	others
CN1CCN(c2ccc([N+](=O)[O-])cc2NC(=O)c2ccco2)CC1	-4%	-4%	4.5%	-8%	-9%
COc1cc(OC)cc(C(=O)NCC(=O)OCC(=O)NCc2ccco2)c1	-6%	1%	1.1%	·	1%
COc1ccccc1N1CCN(C2CCCN(C(=O)c3ccoc3C)C2)CC1 (stereo unspecified)	-4%	-5%	0.7%	-8%	-5%

(continued)
SMILES	M. tuberculosis HTS	influenza NS1A	VEEV TC-83 Vero	PhoP GFP inhibition	tuberculosis growth	others
COc1ccc(CCNC(=O)COC(=O)C2COc3ccccc3O2)cc1 (stereo unspecified)	1%	-13%	1.0%	·	8%
O=C(c1ccc(Br)cc1)c1sc(N2CCOCC2)nc1-c1ccccc1	11%	-4%	6.1%	-14%	47%
O=C(CNC(=O)c1ccc2c(c1)OCCO2)N/N=C/c1cccc(Br)c1	6%	3%	0.6%	-1%	28%
COc1ccc(OCCNS(=O)(=O)Cc2ccccc2)cc1	6%	2%	0.7%	0%	72%
O=C(c1c[nH]c2ccc(S(=O)(=O)N3CCC4(CC3)OCCO4)cc2c1=O)N1CCOCC1	·	-1%	1.5%	0%	·
COc1ccc2cc(C(=O)Nc3ccc(S(N)(=O)=O)cc3)sc(=O)c2c1OC	-2%	-8%	2.6%	-1%	-12%
